EphB4 ephrin blk: EphB4-ephrin-B2 interaction antagonism; inhibition, % at 7 µM; 97,000 compounds, 0.15% hits; EphB4 LBD / TNYL-RAW-Alexa532 peptide, fluorescence polarization; AID 720; P54760;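 active = inhibition above the screen-wide mean inhibition plus 3 SD, cut at about 15% in these data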;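 also: 0% = DMSO wells and 100% = excess unlabeled TNYL-RAW peptide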
LYP inh 2: blocks human PTPN22 phosphatase activity; recombinant LYP catalytic domain, DiFMUP fluorescence; Q9Y2R2; inhibition, % at 2 µM; 96,000 compounds, 0.21% hits;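 active = inhibition at 2 µM at or above a set limit, the screen mean plus 3 SD, cut at about 24% in these data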;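 also: 0% = DMSO with enzyme and 100% = enzyme fully blocked by orthovanadate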
Rev-RRE block: inhibitors of HIV-1 Rev-RRE RNA interaction; Rev peptide-RRE RNA binding, FRET; AID 704; 97,000 compounds, 0.79% hits; inhibition, % at 8 µM; P05866;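 active = inhibition above the screen-wide mean plus 3 SD, cut at about 35% in these data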;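 also: 0% = median DMSO wells and 100% = median Neomycin B control wells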
Target sequence (P05866 whole entry, looked up): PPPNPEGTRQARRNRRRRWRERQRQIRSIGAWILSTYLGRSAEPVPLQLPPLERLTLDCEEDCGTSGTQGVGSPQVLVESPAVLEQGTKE
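Test system – labelled RRE RNA duplex and labelled Rev peptide · Reagent – labelled Rev peptide · Doses – one concentration, 8 µM nominal · Incubation – 5 + 15 min at 25 °C · Signal – FRET fluorescence readout · Read-out basis – % inhibition of FRET ratio versus controls · Control set – DMSO wells as 0% and neomycin B wells as 100% inhibition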
Calb biofilm kill: kills Candida albicans biofilms. inhibition, % at 6 µM. 85,000 compounds, 0.14% hits. C. albicans biofilm + clotrimazole, Alamar Blue. AID 834;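 active = inhibition above 20%; inactive = inhibition below 20%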;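 also: preformed 24 hr biofilms exposed to compound for 48 hr; 0% = biofilm without compound and 100% = blank killed by clotrimazole plus chlorhexidine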
PLK1 PBD inh: blocks phosphopeptide binding to human Plk1 polo box domain. 97,000 compounds, 0.13% hits. inhibition, %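 (tested at about 20 µM)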. P53350. Plk1 PBD phosphopeptide binding, fluorescence polarization; in the data active = inhibition above about 34%, passing the limit was not always enough
PTPN22 act: increases human PTPN22 phosphatase activity; Q9Y2R2; recombinant LYP, DiFMUP fluorescence; 0 = plate median, 100 = signal doubled; activation, % at 2 µM; 96,000 compounds, 0.11% hits; AID 697;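 active = activation at 2 µM above a set limit, the mean plus 5 SD, cut at about 37% in these data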
PLK1 kinase inh: PLK1 (human) kinase inhibition. inhibition, % at 10 µM. AID 619. recombinant PLK1 kinase, TR-FRET peptide phosphorylation. 97,000 compounds, 0.53% hits. P53350;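 active = inhibition of 50% or more in the single-concentration screen; inactive = inhibition below 50%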;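 also: 0% = DMSO max control and 100% = H-89 dihydrochloride min control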
CYP2C9 inh: inhibitors of human CYP2C9; P11712; CYP2C9 Supersomes, luciferin-H conversion, luminescence; inhibition, % at 5 µM; 96,000 compounds, 20% hits;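 active = blocking of liver enzyme CYP2C9 beyond about 50% at 5 µM, limit read from the data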; also: values of inactives mirror those of a sister screen read the other way
Target sequence (P11712 whole entry, looked up): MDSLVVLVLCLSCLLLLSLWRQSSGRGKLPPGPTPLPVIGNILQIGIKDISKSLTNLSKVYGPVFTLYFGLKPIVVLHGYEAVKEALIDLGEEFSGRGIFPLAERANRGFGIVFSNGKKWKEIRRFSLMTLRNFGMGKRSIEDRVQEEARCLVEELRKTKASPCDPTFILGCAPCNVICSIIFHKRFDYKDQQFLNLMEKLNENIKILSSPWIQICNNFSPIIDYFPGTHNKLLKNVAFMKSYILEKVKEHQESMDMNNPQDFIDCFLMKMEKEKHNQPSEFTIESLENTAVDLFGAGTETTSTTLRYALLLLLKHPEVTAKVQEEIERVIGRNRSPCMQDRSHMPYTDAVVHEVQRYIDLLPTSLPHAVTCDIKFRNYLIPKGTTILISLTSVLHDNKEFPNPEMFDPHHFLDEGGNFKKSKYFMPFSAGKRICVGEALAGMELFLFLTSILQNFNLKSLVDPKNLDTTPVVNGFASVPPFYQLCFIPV
CYP2C9 act: increases human cytochrome P450 2C9 activity; activation factor at 5 µM; recombinant CYP2C9, luciferin-H conversion, luminescence; hits give high values; factor 1 = untreated enzyme, 0 = blocked; AID 1024; 96,000 compounds, 1.4% hits;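 active = activation factor of 2 or more for CYP2C9 at a 5 µM dose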;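 also: 0 = sulfaphenazole-blocked wells and 1 = vehicle-only wells; values of inactives mirror those of a sister screen read the other way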
The depositor's hits bear a star; . = no result given. Compounds as they come. About 20% of those tested had a hit in this group.

SMILES	EphB4 ephrin blk	LYP inh 2	Rev-RRE block	Calb biofilm kill	PLK1 PBD inh	PTPN22 act	PLK1 kinase inh	CYP2C9 inh	CYP2C9 act
CC(C)C[C@H](NC(=O)OC(C)(C)C)C(=O)N1CCC(C(=O)N[C@@H](Cc2ccccc2)C(=O)O)CC1	-8	-8	-6	9	0	6	-6	.	.
O=C(c1ccccc1)N1CCN(C2CC3CCC2C3)CC1 (stereo not drawn)	1	7	1	4	-22	-10	-28	21	0.8
C=C(C)Cn1c(SCC(=O)O)nnc1-c1ccc(C(C)(C)C)cc1	-12	-16	-6	4	18	13	-15	7	0.9
CC(=O)c1ccc(S(=O)(=O)N2CCN(c3nc4c(C)c(C)ccc4cc3C#N)CC2)cc1	0	6	10	4	3	-5	-28	.	.
COc1ccc(NC(=O)/C(=C\c2ccc(OS(=O)(=O)c3ccc(C)cc3)cc2)NC(=O)c2ccccc2)cc1	5	8	10	1	9	-6	-9	43	0.6
CC(=O)NCc1ccc(-c2csc(N)n2)s1	-6	-2	1	1	11	-1	-12	11	0.9
Cc1ccc(S(=O)(=O)c2c(N)n(Cc3ccco3)c3nc4ccccc4nc23)cc1	1	-1	60*	-2	-21	-1	-1	69*	0.3
CC(C)NCCOCCSc1ccc(Cl)cc1	-6	1	-2	.	16	3	-15	1	1
CCOc1ccc(N(CC(=O)Nc2cccc(F)c2)S(=O)(=O)c2c(C)noc2C)cc1	-5	-9	16	11	-33	6	2	28	0.7
CN(CC(=O)O/N=C(\N)c1ccccn1)S(=O)(=O)c1ccccc1	4	12	9	.	17	-9	-3	-4	1
C/C(Cl)=C/Cn1c(N2CCCC2)nc2c1c(=O)n(C)c(=O)n2C	-13	-4	-2	4	-3	4	0	15	0.8
CCOC(=O)c1c(NC(=O)Cn2c(C)nc3ccccc32)sc2c1CCC2	8	5	4	2	-6	-6	-11	28	0.7
O=C(C1CCN(S(=O)(=O)c2cccc3nsnc23)CC1)N1CCc2ccccc21	-5	3	2	3	2	-5	1	44	0.6
CS(=O)(=O)N(CC(=O)N1CCCCCC1)c1ccc2c(c1)OCCO2	-2	0	3	10	-1	-2	-9	-65	1.7
CCOc1ccc(CCNC(=O)c2cc3sccc3n2CC)cc1OCC	0	-3	5	5	5	3	-8	17	0.8
Cc1cccc(C2CC(c3ccc(Cl)cc3)Nc3nc(N)nn32)c1 (stereo not drawn)	-4	3	7	8	4	-4	-4	30	0.7
C/C(CC(=O)Nc1ccc(OCc2ccccc2)cc1)=N\NC(=O)C(=O)Nc1ccccc1C	1	12	-1	.	20	-9	-7	20	0.8
CN(C)CC(C)(C)NS(=O)(=O)c1ccc(Cl)cc1	0	3	5	-3	-16	-4	-13	-5	1
CCCC(=O)NCCCc1nc2ccccc2n1C(C)C	-9	-12	-5	4	-27	8	-15	-41	1.4
O=C(NC1CCCCCC1)C1CCN(c2nc3ccccc3o2)CC1	9	-13	12	9	-2	10	-12	32	0.7
CCCCOc1ccc(S(N)(=O)=O)cc1	7	4	8	7	20	-7	-9	8	0.9
CCNC(=O)C(=O)NCCc1ccc(Cl)cc1	3	-6	4	4	20	8	-6	9	0.9
CCCCC1(Cc2ccc([N+](=O)[O-])cc2)C(=O)N(c2ccccc2)N(c2ccccc2)C1=O	-2	7	9	.	-29	-9	-7	.	.
CCN(CC)c1ccc(C2Nc3cccc4cccc(c34)N2)c(O)c1	-7	-20	3	9	12	17	0	-16	1.2
Cc1cc(C)n(C(CC(=O)N2CCc3ccccc3C2)C(=O)O)n1 (stereo not drawn)	-1	2	4	2	10	-4	-17	-1	1
CCOC(=O)c1ccc(NC(=O)N2CCN(CCc3ccccc3)CC2)cc1	2	-6	9	3	-6	7	-15	66*	0.3
Nn1c(SCC(=O)Nc2ccc3c(c2)OCO3)nnc1-c1ccccc1	0	4	1	3	-19	-4	-3	51*	0.5
O=c1cnnc(NCc2ccccc2)[nH]1	6	-5	10	10	-11	3	-1	-5	1.1
CN(C)c1nc(Cl)cc(N2CCOCC2)n1	-5	-12	4	.	-10	9	-9	-71	1.7
CCN1C(=O)N(C)C(N(O)C(=O)NC)C1(C)C (stereo not drawn)	-1	-10	2	3	-18	8	5	-10	1.1
COc1cccc(-n2nnnc2SCC(=O)NCc2ccco2)c1	-9	-3	3	-1	7	-1	-3	-28	1.3
O=c1[nH]cnc2cc(-c3ccccc3)sc12	-3	-3	0	.	5	2	80*	8	0.9
CCc1nnc(NC(=O)CSc2nnc(-c3c[nH]c4ccccc34)n2C)s1	9	-30	8	4	-2	26	-13	47	0.5
COc1ccc(N=C2C(=Nc3ccc(OC)cc3)N(c3ccc(OC)cc3)C(=S)N2c2ccccc2)cc1	3	6	2	.	5	-4	-13	78*	0.2
CC1(O)c2ccccc2C(=O)N1CCc1ccccc1F (stereo not drawn)	2	1	1	11	2	-3	-1	25	0.8
CC(NC(=O)CSc1nnc(-c2cccc(S(=O)(=O)N3CCCCC3)c2)o1)C12CC3CC(CC(C3)C1)C2 (stereo not drawn)	-1	2	-2	-1	-2	0	-1	91*	0.1

Entries of single compounds, quoted from the list. Values in the order: EphB4 ephrin blk | LYP inh 2 | Rev-RRE block | Calb biofilm kill | PLK1 PBD inh | PTPN22 act | PLK1 kinase inh | CYP2C9 inh | CYP2C9 act
Profile of CCc1nnc(NC(=O)CSc2nnc(-c3c[nH]c4ccccc34)n2C)s1 : 9 | -30 | 8 | 4 | -2 | 26 | -13 | 47 | 0.5
Profile of COc1cccc(-n2nnnc2SCC(=O)NCc2ccco2)c1 : -9 | -3 | 3 | -1 | 7 | -1 | -3 | -28 | 1.3
Profile of CCN1C(=O)N(C)C(N(O)C(=O)NC)C1(C)C (stereo not drawn) : -1 | -10 | 2 | 3 | -18 | 8 | 5 | -10 | 1.1

Other compounds follow:
SMILES	EphB4 ephrin blk	LYP inh 2	Rev-RRE block	Calb biofilm kill	PLK1 PBD inh	PTPN22 act	PLK1 kinase inh	CYP2C9 inh	CYP2C9 act
Cn1c(CCNC(=O)c2ccc(Cl)cc2)n[nH]c1=S	-3	2	6	.	-4	3	-8	-6	1.1
O=C(c1ccccc1)c1sc(N2CCCCCC2)nc1-c1ccccc1	-4	-2	5	.	-7	6	0	10	0.9
CCN(Cc1ccccc1)S(=O)(=O)c1ccc(S(=O)(=O)N(Cc2cccc(OC)c2)CC2CCCO2)cc1 (stereo not drawn)	9	7	5	.	-1	-7	-19	55*	0.5
O=[N+]([O-])c1ccc(Cl)c(C2Nc3cccc4cccc(c34)N2)c1	-6	9	-3	.	-7	-7	-5	32	0.7
CCc1ccc(N2C(=O)Cc3c2nc(N)c(C#N)c3N)cc1	0	0	19	.	19	2	-5	7	0.9
Cc1ccc(-c2nc3ncccn3c2Nc2ccc3c(c2)OCCO3)cc1	-4	3	1	4	2	-2	-1	-5	1
Cc1ccc(C2C(C(=O)c3cc4ccccc4o3)=C(O)C(=O)N2CCN2CCOCC2)o1 (stereo not drawn)	4	3	5	2	13	-2	-4	-15	1.2
CNC(=O)NC(=O)C(C)OC(=O)c1c(C)noc1C (stereo not drawn)	3	7	10	.	22	-8	1	-29	1.3
O=C1Cc2ccccc2N1c1c(Cl)cccc1Cl	-2	3	3	4	-9	-2	-16	.	.
CCCOc1ccc([N+](=O)[O-])cc1C1NC(=S)NC(c2ccccc2)=C1C(=O)OCC (stereo not drawn)	-11	0	-6	.	4	3	-15	67*	0.3
CC(C)CCC(C(=O)O)C(C)CC(=O)NC1CCCCC1 (stereo not drawn)	-7	-15	-1	3	-32	13	-11	12	0.9
COC(=O)C1=C(C)NC(=O)NC1c1cccc(OC)c1OCc1ccccc1 (stereo not drawn)	6	-16	0	4	-3	19	-6	77*	0.2
CCCCOC(=O)CCn1c(=S)oc2ccccc21	2	-17	5	5	13	14	125*	10	0.9
N#CC1=C(N)Oc2n[nH]c(-c3ccccc3)c2C1c1ccsc1 (stereo not drawn)	-1	9	6	11	2	-10	4	.	.
C[C@H](N)c1nnc(SCc2ccc(Cl)cc2Cl)o1	2	4	6	5	-3	-5	-14	82*	0.2
CSC1CCCCC1(O)CSc1nc2c(cc1C#N)CCCC2 (stereo not drawn)	4	1	12	5	8	1	-6	10	0.9
COC(CNc1cc(=O)oc2ccccc12)OC	-2	16	24	3	9	-15	-10	4	1
CCNC(=O)CC1C(=O)N(c2ccccc2)C(=O)N1CCC(C)C (stereo not drawn)	-5	2	6	5	1	-3	-12	-1	1
Nc1cccnc1Sc1cccc(Cl)c1	1	2	10	.	1	0	-12	-19	1.2
Cc1cc(C)nc(NC(=O)c2ccc(C)c([N+](=O)[O-])c2)n1	0	5	6	.	-22	1	-9	13	0.9
CCCS(=O)(=O)N1CCC(C(=O)N2CCc3ccccc3C2)CC1	-2	2	9	10	-6	-4	-4	0	1
O=C(CSc1nnc(Cn2cnc3ccccc32)o1)c1ccccc1	-5	5	-3	2	2	-2	-5	32	0.7
COc1cccc(C2/C(=C(\O)c3ccc(OC)c(OC)c3)C(=O)C(=O)N2c2cc(C)on2)c1 (stereo not drawn)	-1	-3	2	1	-14	1	-3	-11	1.1
CC(C)OCCCNc1ncnc2c1[nH]c1ccccc12	6	4	8	-6	-14	-4	-13	35	0.6

Part of the list above in order of length of the SMILES, ascending:
SMILES	EphB4 ephrin blk	LYP inh 2	Rev-RRE block	Calb biofilm kill	PLK1 PBD inh	PTPN22 act	PLK1 kinase inh	CYP2C9 inh	CYP2C9 act
CCc1ccc(N2C(=O)Cc3c2nc(N)c(C#N)c3N)cc1	0	0	19	.	19	2	-5	7	0.9
N#CC1=C(N)Oc2n[nH]c(-c3ccccc3)c2C1c1ccsc1 (stereo not drawn)	-1	9	6	11	2	-10	4	.	.
C/C(Cl)=C/Cn1c(N2CCCC2)nc2c1c(=O)n(C)c(=O)n2C	-13	-4	-2	4	-3	4	0	15	0.8
CC(NC(=O)CSc1nnc(-c2cccc(S(=O)(=O)N3CCCCC3)c2)o1)C12CC3CC(CC(C3)C1)C2 (stereo not drawn)	-1	2	-2	-1	-2	0	-1	91*	0.1

Bioassay records as filed in PubChem.
